Ins promoter up: MIN6 insulin promoter up-regulation | MIN6 insulin promoter-GFP reporter, high-content imaging; active compounds read high | AID 1625 | z-score at 5 µM | hit rate 0.3% among 190,000;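 active = z-score above 3 at 5 µM with at least 500 cells counted in the well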
bCat nuc transl: beta-catenin nuclear translocation modulation; hit rate 0.3% among 190,000; HeLa beta-catenin nuclear translocation, immunofluorescence imaging; AID 1665; nuclear translocation activity, % at 5 µM;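 active = nuclear translocation activity above 50% at 5 µM, with a well cell count of 50 or more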;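 also: per-cell ratio of nuclear to cytoplasmic median beta-catenin stain intensity; plate controls were DMSO negative control for no effect and GSK-3 inhibitor IX positive control for full effect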
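Signal – beta-catenin immunofluorescence imaging with DAPI · Test system – human HeLa cell line · Dosing – 5 µM primary single dose, 0.1% DMSO, 0.02–20 µM confirmation series · Measure – % activation, nuclear-to-cytoplasmic median beta-catenin signal ratio per cell · Incubation – 24 h compound exposure at 37°C, 5% CO2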
MT stabilize HCS: microtubule stabilization, imaging screen. hit rate 0.83% among 200,000. HeLa tubulin immunostaining HCS, 24 h; share of cells brighter than vehicle mean+2SD. % tubulin-high responders, % at 10 µM;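 active = plate Z-score above 3 for both tubulin-high and condensed-nucleus cell shares, with cell loss under 80%, at 10 µM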;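 also: anti alpha tubulin signal scored within the nucleus-defined area of each cell; some results filed as inactive read as strong as hits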
PMI inhibition: MPI inhibition at elevated mannose 6-phosphate – biochemical, fluorescence intensity, high mannose 6-phosphate, primary screen (AID 1220); inhibition, % at 20 µM; hits with a dose series show IC50 in µM; recombinant PMI enzyme, coupled fluorescence intensity; higher % means a stronger effect; hit rate 0.66% among 190,000
T cell HTS: modulates CD8 T cell binding to vesicles | 2C CD8+ T cell-vesicle binding, flow cytometry; active compounds read low | calls only at 7 µM | hit rate 0.068% among 330,000 | AID 2052;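 active = response, share of CD8 T cells binding vesicles, and their 90th percentile fluorescence all below set limits, cut at about 80% in these data, passing the limit was not always enough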
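Assay system: 2C TCR transgenic mouse naive CD8+ T cells, MACS-purified | Read-out: CD8+ gate FL2 mean fluorescence as % of same-row positive control | Signal: High-throughput flow cytometry with anti-B7-1 and anti-CD8 staining | Timing: Binding step 1.5 h, 37 °C, antibody labelling 20 min, ice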
Lipid droplet: modulators of hepatic lipid droplet formation; inhibition, % at 6.5 µM; AID 1656; hit rate 0.4% among 240,000; AML12 mouse hepatocytes, oleate lipid droplets, BODIPY imaging;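 active = lipid droplet intensity inhibited by at least 50%, with more than 500 cells counted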
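Material – AML12 mouse liver cells · Also added – oleate loading, 100 µM · Compound dosing – 6.5 µM single-point dosing · Times – overnight treatment with compound plus oleate · Measured by – fluorescence imaging, 20x objective, two fields per well · Read-out – percent inhibition of filter-corrected integrated lipid droplet intensity per well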
Autophagy mod: modulators of autophagy | MEF GFP-LC3 puncta imaging; test concentration mostly 10 µM | calls only at 10 µM (by protocol) | hit rate 0.98% among 190,000;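 active = percentage of spot-positive cells more than 3 SD above its plate mean, without a fluorescence outlier flag or 80% toxicity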;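 also: spot-positive cell cutoff set from DMSO-treated cells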
TNAP activation fold: human TNAP enzyme activators, primary screen, biochemical, luminescent, no phosphate acceptor, uHTS (AID 1001); purified TNAP, luminescent activation assay, no phosphate acceptor; higher activation fold means a stronger effect; activation fold at 20 µM; hits with a dose series show EC50 in µM; hit rate 0.03% among 200,000; in the data active = activation fold from about 3, or a potency from the dose series; inactive = the rest, 99 in 100 with activation fold below about 1.6; also: many of its hits are not listed in these tables
PMI inhibitors: MPI enzyme activity inhibition – biochemical, fluorescence intensity, coupled assay, primary screen (AID 1209) | inhibition, % at 20 µM, or IC50 in µM where a hit was titrated | purified PMI enzyme, coupled fluorescence intensity; higher % means a stronger effect | hit rate 0.42% among 190,000;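 also: plate controls were DMSO vehicle for no effect and wells lacking substrate for full effect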
Ins promoter up cell count: further read-out of Ins promoter up, marked with its call; cell count; measured here: cytotoxicity, nuclei count;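 total cells summed across four imaged fields per well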
Lipid droplet cells 6.5 µM: second read-out of Lipid droplet, no call of its own (marks repeat the call); cell count; measured here: cell count, cytotoxicity flag;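 cells counted across two imaged fields per well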
bCat nuc transl cell count 5 µM: also measured in bCat nuc transl; calls as there; cell count; measured here: cell count, cytotoxicity flag
T cell HTS vesicle-bound %: further read-out of T cell HTS, marked with its call; double positive events, %; measured here: CD8+ vesicle-bound cell fraction;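 binding gate set so that unloaded-vesicle control wells show 10% double positive cells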
MT stabilize HCS Hoechst-high %: recorded beside MT stabilize HCS, whose call it bears; % Hoechst-high responders; measured here: nuclear condensation Hoechst responders;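 share of cells brighter than vehicle mean plus two SD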
MT stabilize HCS cytotoxicity %: also measured in MT stabilize HCS; calls as there; toxicity, %; measured here: cytotoxicity by cell density;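 0% = mean cell density of plate MIN control wells and 100% = no cells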
Autophagy mod cell loss 18 h: also measured in Autophagy mod; calls as there; toxicity, %; measured here: cell loss, nuclei count;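 cell loss after 18 h compound exposure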
The depositor's hits bear a star; i = inactive; . = not tested or not shown. Rule as the data show it, unless noted: active = inhibition above about 50%; inactive = the rest.

SMILES	Ins promoter up	Ins promoter up cell count	bCat nuc transl	bCat nuc transl cell count 5 µM	MT stabilize HCS	MT stabilize HCS Hoechst-high %	MT stabilize HCS cytotoxicity %	PMI inhibition	T cell HTS	T cell HTS vesicle-bound %	Lipid droplet	Lipid droplet cells 6.5 µM	Autophagy mod	Autophagy mod cell loss 18 h	TNAP activation fold	PMI inhibitors
CC(C)Oc1ccc(C2CC(=O)N(c3ccc(N(C)C)cc3)C2=O)cc1 (stereo not given)	-0.02	1201	1.0	1033	3.3	1.9	0.7	-2%	i	15	9	709	i	-10	1	-9%
Brc1ccccc1-c1cnco1	0.27	1508	-2.4	984	1.4	1.2	6.8	-6%	i	56	-3	708	i	18	1.1	0%
O=C(Cc1ccc(Br)cc1)N1CCN(c2ccc(F)cc2)CC1	-0.72	889	.	.	1.6	2.7	8.5	4%	i	48	2	735	i	1	1	8%
Cc1cccc(NCC(=O)N/N=C\c2ccc[nH]2)c1	0.86	999	-0.1	1345	.	.	.	.	i	43	-15	745	.	.	.	.
Cc1cc(C(=O)N2CCCc3ccccc32)no1	-0.51	1259	-1.3	1111	4.3	2.4	5.1	3%	i	35	6	697	i	-7	1.2	11%
CCC(C)C(NC(=O)OC(C)(C)C)C(=O)NC(C(=O)NC(C)C(N)=O)C(C)C (stereo not given)	-0.4	1434	2.3	1006	2.2	2.6	7.5	-7%	i	12	0	705	i	-15	1.1	-3%
COCCCNCCCCOc1ccc(C)cc1[N+](=O)[O-]	-0.05	1183	3.8	469	3.2	3.0	4.7	-9%	i	17	-2	525	i	-11	1.1	-8%
COc1cc(CC(=O)OCC(=O)Nc2ccc3c(c2)OCCO3)cc(OC)c1OC	0.09	1415	.	.	3.9	2.7	1.6	-2%	i	53	6	686	i	-4	1.1	-3%
Cc1ccn2c(C(=O)N/N=C/c3ccc(CNC(=O)C(=O)Nc4ccc(C)c(C)c4)o3)c(C)nc2c1	-0.08	1499	-3.7	1238	4.7	1.8	1.8	6%	i	26	11	707	i	7	1.3	17%
Cc1ccc(S(=O)(=O)NCCNc2ccccc2[N+](=O)[O-])cc1	1.1	1423	-6.0	1060	3.6	2.8	3.5	-5%	i	14	-5	679	i	20	0.7	0%
CCCCn1c(SCC(=O)Nc2cc(C)on2)nc2ccccc2c1=O	-0.14	1652	1.1	1044	2.6	2.5	11	13%	i	44	3	737	i	2	1	17%
CCCCNC(=O)NC1(C(F)(F)F)Oc2ccccc2O1	-0.15	823	-0.7	1020	1.6	1.1	1.9	-3%	i	36	4	728	i	15	1	0%
CCN(CC)CCCNC(=S)N(Cc1cccs1)Cc1cc2cc3c(cc2[nH]c1=O)OCCO3	-0.16	1256	0.2	1418	2.2	2.5	5.4	2%	i	66	18	688	i	-6	1.1	4%
Cc1ccc(-n2ncc(-c3nn[nH]n3)c2N)cc1	0.1	1061	1.4	1271	.	.	.	.	i	30	2	740	.	.	.	.
Cc1cccc(Cn2c(CN3CCN(Cc4ccccc4)CC3)nc3c2c(=O)[nH]c(=O)n3C)c1	0.09	1865	-0.2	1077	4.0	0.9	8.9	1%	i	45	-11	653	i	-10	1	5%
Cc1cccc2cc(COC(=O)C3CCCCC3)c(=O)[nH]c12	0.31	975	-0.4	1186	2.5	1.1	8.9	4%	i	16	.	.	i	9	1.1	6%
Cc1ccc(CNC(=O)C(=O)NCCC2=CCCCC2)cc1	0.12	1349	0.7	929	1.1	3.3	5.6	-10%	i	46	-5	523	i	6	1.2	-2%
COCCCNC(=O)C1CCC(CNS(=O)(=O)c2ccc(C)cc2)CC1 (stereo not given)	0	1178	5.9	1007	4.4	4.1	7.1	0%	i	54	5	680	i	5	1.1	3%
O=C(Oc1ccc2cc(Br)ccc2c1)N1CCCCCC1	-0.21	1363	-2.4	958	1.8	1.6	1.5	7%	i	30	4	655	i	1	1	0%
Cc1c(C(=O)N(Cc2ccc(N(C)C)cc2)C2CCS(=O)(=O)C2)oc2ccccc12 (stereo not given)	0.26	1093	0.1	1430	.	.	.	.	i	59	0	657	.	.	.	.
CCN(CC)S(=O)(=O)c1ccc(-c2nnc(SCC(=O)Nc3ccc(OC)c(OC)c3)o2)cc1	-0.23	810	-7.0	1239	1.6	1.9	6.7	-15%	i	48	5	770	i	-7	1.1	-8%
O=C(NNC(=O)C1CCCO1)c1ccc(Br)cc1 (stereo not given)	0.36	1379	-0.7	1003	1.6	2.4	1.7	-7%	i	41	16	545	i	15	1.5	-12%
Oc1ccc(-c2nnc(Nc3cccc(O)c3)c3ccccc23)cc1	-0.34	933	-0.5	1378	.	.	.	.	i	31	2	650	.	.	.	.
Cc1nnc(SCc2cc([N+](=O)[O-])cc3c2OCOC3)n(N)c1=O	0.79	1275	-1.1	1108	2.1	1.9	2.6	5%	i	14	-13	713	i	2	1.1	2%
CC(C)(C)c1ccc(C(=O)Nc2ccc(C=C(C#N)C#N)cc2)cc1	.	.	-1.2	1048	2.6	2.2	0.0	2%	i	25	2	555	i	5	1	6%
SMILES	Ins promoter up	Ins promoter up cell count	bCat nuc transl	bCat nuc transl cell count 5 µM	MT stabilize HCS	MT stabilize HCS Hoechst-high %	MT stabilize HCS cytotoxicity %	PMI inhibition	T cell HTS	T cell HTS vesicle-bound %	Lipid droplet	Lipid droplet cells 6.5 µM	Autophagy mod	Autophagy mod cell loss 18 h	TNAP activation fold	PMI inhibitors
O=C(CN1C(=O)/C(=C/c2cccc(Br)c2)SC1=S)Nc1cccnc1	0.45	1542	-5.9	1129	5.7	2.2	3.0	-1%	i	54	10	662	i	20	0.9	4%
O=C(O)/C=C/C(=O)NNC(=O)c1cc(-c2ccccc2)n[nH]1	-0.1	1274	0.3	1113	1.7	0.9	2.7	9%	i	43	-22	668	i	-10	0.5	6%
CC1(C)C(=O)OC(c2ccco2)C(C)(C)C1=O (stereo not given)	-0.16	772	-1.0	1176	0.7	1.1	14	17%	i	24	-11	785	i	-11	0.9	10%
CC1CCN(S(=O)(=O)c2ccccc2[N+](=O)[O-])CC1	.	.	-0.8	974	2.8	2.0	1.4	0%	i	11	-13	437	i	6	1.1	7%
C=CCNC(=S)/N=c1/ccccn1C	-0.22	1109	-0.2	1265	.	.	.	.	i	10	16	788	.	.	.	.
c1ccc(C2COC(c3cccs3)=N2)cc1 (stereo not given)	-0.8	1420	-2.6	1032	6.2	3.6	9.5	7%	i	20	.	.	i	17	1.1	9%
O=C(c1cnc(N2CCN(c3ncccn3)CC2)c2ccccc12)N1CCN(c2ccccn2)CC1	-0.36	1598	-0.9	1291	5.1	3.7	8.8	14%	i	54	.	.	i	-7	1	9%
Cc1ccc(/C=N\NC(=O)c2csnn2)cc1	.	.	.	.	4.1	1.9	8.2	6%	i	47	.	.	i	2	1.1	9%
CCC(C(=O)Nc1cc(C)on1)c1ccccc1 (stereo not given)	0.26	741	.	.	1.2	1.4	7.1	3%	i	22	-4	812	i	4	1.1	4%
COc1ccccc1C(=O)NNC(=O)c1ccc(F)cc1	0.09	1277	0.5	924	4.4	1.3	1.4	-7%	i	59	3	684	i	-8	1.1	5%
Cc1nn2c(nc1=O)SCC(c1ccccc1)=N2	0.46	1299	.	.	2.7	2.0	12	4%	i	24	-6	694	i	1	1	1%
O=C(N/N=C/c1cc([N+](=O)[O-])ccc1O)C1CC1	0.07	1335	0.3	1275	.	.	.	.	i	49	0	680	.	.	.	.
O=C(O)c1c(F)c(F)c(F)c(F)c1-c1ccc(Cl)cc1	0.58	1215	.	.	2.0	2.2	11	-15%	i	28	.	.	i	6	1	-15%
CCOc1ccc(OCC)c(NC(=O)C2CCN(S(=O)(=O)c3cccnc3)CC2)c1	-0.33	773	.	.	2.4	0.9	5.7	8%	i	34	-1	783	i	-8	1.1	7%
COc1ccc(C(=O)N2CCCN(C)CC2)cc1S(=O)(=O)N1CCCc2ccccc21	-1.4	1028	-1.9	573	3.3	1.9	11	-11%	i	25	.	.	i	7	1	-21%
O=Nc1ccc(NOC(=O)c2ccccc2)cc1	0.32	1297	0.6	474	1.8	1.7	9.8	32%	i	57	-47	681	i	-6	1	5%
Cc1nc2ccc(Cl)cc2c(-c2ccccc2Cl)c1CC(=O)O	-0.87	1159	4.5	1079	1.4	2.1	4.8	-4%	i	43	0	477	i	5	1.1	4%
COc1ccc(C2SCCN2C(=S)Nc2cccc(C(F)(F)F)c2)cc1 (stereo not given)	0.01	1451	-2.6	1146	4.6	2.1	7.8	8%	i	34	-3	675	i	33	1.1	17%
CCOC(=O)N1CCN(C(=O)/C(=C/c2ccc(Cl)cc2)NC(=O)c2ccccc2)CC1	-0.5	1495	-4.1	1062	4.0	2.7	8.9	4%	i	23	6	734	i	-5	1	4%
COC(=O)CCC(=O)Nc1ccc(Cl)c(Cl)c1	-0.39	1233	-2.6	988	1.7	1.9	4.2	2%	i	28	.	.	i	-5	1.1	-3%
O=C(C1=NN[C@@H]2C(=O)N(c3cccc(C(F)(F)F)c3)C(=O)[C@H]12)c1ccc2ccccc2n1	-0.01	1525	-1.0	1082	2.5	3.4	6.1	2%	i	56	-1	577	i	-2	1.5	3%

Single values from the entries so far:
Under Autophagy mod cell loss 18 h, COc1ccc(C(=O)N2CCCN(C)CC2)cc1S(=O)(=O)N1CCCc2ccccc21 shows 7
Under MT stabilize HCS cytotoxicity %, CCC(C(=O)Nc1cc(C)on1)c1ccccc1 (stereo not given) shows 7.1
Under PMI inhibition, CCOC(=O)N1CCN(C(=O)/C(=C/c2ccc(Cl)cc2)NC(=O)c2ccccc2)CC1 shows 4%
Under PMI inhibition, COc1ccc(C2SCCN2C(=S)Nc2cccc(C(F)(F)F)c2)cc1 (stereo not given) shows 8%

Just Lipid droplet, for some of the entries so far:
smiles,Lipid droplet
Cc1ccc(CNC(=O)C(=O)NCCC2=CCCCC2)cc1,-5
COCCCNC(=O)C1CCC(CNS(=O)(=O)c2ccc(C)cc2)CC1 (stereo not given),5

From PubChem
